# PLCg1 inh: PLC-gamma1 (human) inhibition, primary screen; AID 720700; purified PLC-gamma1, fluorogenic substrate, fluorescence; actives 0.84% (n = 370,000); inhibition, % at 12.2 µM; P19174; in the data active = inhibition above about 9.5%
# DDE Tn7 FP inh: disrupts Tn7 cyclic peptide binding to fibrin D-Dimer-E complex. inhibition, % at 8.3 µM. actives 0.13% (n = 370,000). P02675. FP displacement of FITC-Tn7 peptide from fibrin DD(E); 0% = median of compound wells per plate. AID 720508;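 active = inhibition above the mean of compounds falling within the control limits plus 3 SD of them, cut at about 14% in these data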;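 note: 0% = plate median of compound wells and 100% = 10 µM Aha-Tn7 peptide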
#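 Assay system: Human fibrin DD(E) protein | Medium: Tris buffer with calcium and detergent, pH 7.8 | Reagent: 0.1 µM fluorescent Tn7 | Compound dosing: Single point at 8.3 µM | Times: 10 min preincubation, 3 h with tracer, room temperature | Detection: Fluorescence polarization of the labelled Tn7 tracer | Controls: Aha-Tn7 high control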
# Tn6 DDE FP: disrupts Tn6 cyclic peptide binding to fibrin D-Dimer-E complex. P02675. actives 0.21% (n = 370,000). Fibrin DD(E) TRITC-Tn6 fluorescence polarization displacement. inhibition, % at 8.3 µM;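 active = inhibition above a per-campaign cutoff: mean of compounds within control limits plus 3 SD, cut at about 15% in these data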;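 note: 0% = median of all compound wells on the plate and 100% = blocking peptide control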
# proKLK7 act: proKLK7 (human) activation, primary screen; activation, % at 7 µM; actives 0.9% (n = 370,000); P49862; purified proKLK7, EDANS-DABCYL substrate fluorescence; 100% is mature enzyme control, 0% vehicle; AID 652039;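 active = activation above the mean of all tested compounds plus 3 SD, computed per campaign excluding outliers beyond control limits, cut at about 13% in these data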
# ARFGAP1 inh: inhibitors of rat ARFGAP1 | Q62848 | Arfgap1-stimulated ARF1 GTP hydrolysis, GDP FP detection | inhibition, % at 16.5 µM | actives 0.26% (n = 360,000);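 active = inhibition above a per-plate limit, mean inhibition of low control wells plus 3 SD, cut at about 25% in these data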;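 note: 0% = DMSO wells with enzyme and 100% = wells lacking Arfgap1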
#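 Material: rat Arfgap1 catalytic domain, aa 1-136; also added: human ARF1(Δ1-17)-GTP substrate; compound dosing: one concentration, 16.5 µM, DMSO 1.26%; incubation: GTP hydrolysis reaction 2 h at 25 °C; measured by: Tracer-displacement fluorescence polarization with EDTA stop, 620/688 nm; evaluation: % inhibition from polarization; repeats: one replicate per compound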
# ASAP1 inh: inhibitors of human ASAP1 ArfGAP activity; Q9ULH1; inhibition, % at 16.5 µM; ASAP1-stimulated ARF1 GTP hydrolysis, GDP FP detection; AID 624377; actives 0.19% (n = 360,000); in the data active = inhibition above about 25%;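 note: 0% = vehicle with enzyme and substrate and 100% = no enzyme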
# Target sequence (Q9ULH1 325-724 limits assumed): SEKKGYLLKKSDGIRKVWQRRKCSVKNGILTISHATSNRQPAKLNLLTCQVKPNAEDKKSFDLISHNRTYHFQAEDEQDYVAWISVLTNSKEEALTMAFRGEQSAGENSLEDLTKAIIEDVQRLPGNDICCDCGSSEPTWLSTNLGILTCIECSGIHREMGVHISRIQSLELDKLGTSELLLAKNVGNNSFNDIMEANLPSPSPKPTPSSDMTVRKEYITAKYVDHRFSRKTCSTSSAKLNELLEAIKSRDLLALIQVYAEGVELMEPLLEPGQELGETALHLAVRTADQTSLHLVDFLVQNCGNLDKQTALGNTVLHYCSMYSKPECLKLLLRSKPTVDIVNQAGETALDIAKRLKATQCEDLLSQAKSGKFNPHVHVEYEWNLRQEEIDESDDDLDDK
# ADAM17 inh: inhibitors of human ADAM17. P78536. recombinant ADAM17, EDANS/DABCYL FRET peptide cleavage. inhibition, % at 6.95 µM. actives 0.83% (n = 370,000). AID 720648;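 active = inhibition above the mean of compounds lying between control limits plus 3 SD, set per campaign, cut at about 8.5% in these data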;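 note: 0% = DMSO-only wells as the low control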
# ADAM10 inh: inhibits human ADAM10; inhibition, % at 7 µM; recombinant ADAM10, EDANS/DABCYL FRET peptide cleavage, 3 h; O14672; actives 0.62% (n = 370,000);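 active = inhibition above a per-campaign cutoff equal to the mean of compounds falling between control-based bounds plus 3 SD, cut at about 20% in these data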;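 note: 0% = DMSO wells while the 100% control is not disclosed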
# Target sequence (O14672 214-748 limits assumed): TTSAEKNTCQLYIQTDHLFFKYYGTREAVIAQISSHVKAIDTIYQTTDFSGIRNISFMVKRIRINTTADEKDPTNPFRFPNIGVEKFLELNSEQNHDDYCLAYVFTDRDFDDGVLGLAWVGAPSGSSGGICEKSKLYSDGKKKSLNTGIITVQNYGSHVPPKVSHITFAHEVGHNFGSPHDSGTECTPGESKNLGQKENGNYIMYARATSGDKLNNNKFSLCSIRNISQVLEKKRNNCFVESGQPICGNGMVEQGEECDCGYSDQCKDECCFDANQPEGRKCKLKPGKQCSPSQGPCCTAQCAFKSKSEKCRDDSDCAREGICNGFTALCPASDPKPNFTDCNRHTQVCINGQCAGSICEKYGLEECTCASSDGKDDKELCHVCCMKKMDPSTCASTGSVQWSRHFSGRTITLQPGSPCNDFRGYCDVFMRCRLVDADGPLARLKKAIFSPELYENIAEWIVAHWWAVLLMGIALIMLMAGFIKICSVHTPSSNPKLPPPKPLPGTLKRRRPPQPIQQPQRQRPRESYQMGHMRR
# LEDGF integ inh: blocks HIV-1 LEDGF/p75-dependent DNA integration; TR-FRET IN-LEDGF/p75 DNA integration, Eu/Cy5; inhibition, % at 3.7 µM; actives 0.64% (n = 370,000); AID 743269;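 active = inhibition above the screen-wide mean plus 3 SD, cut at about 13% in these data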;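 note: signal is the Cy5 over europium emission ratio at 671 and 618 nm; 0% = plate median of compound wells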
# TDP2 absorb: blocks human TDP2 phosphodiesterase activity; inhibition, % at 12.8 µM; recombinant TDP2, T5PNP hydrolysis, p-nitrophenol absorbance 415 nm; O95551; actives 0.34% (n = 370,000);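 active = inhibition above the mean of all tested compounds plus 3 SD, set per campaign, cut at about 25% in these data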;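 note: 0% = DMSO with enzyme and 100% = buffer with substrate but no TDP2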
#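 Test system: human TDP2 enzyme; Input: 120 nM TDP2 per well; Buffer or medium: Mg2+-containing Tris-HCl buffer, pH 7.5; Reagent: 5 mM T5PNP; Dosing: 12.8 µM single point, 1% DMSO; Incubation: reaction 2 h, 37 °C; Detection: p-Nitrophenol epi absorbance; Read-out: % inhibition relative to enzyme-containing and enzyme-free wells; Replicates: single well per compound.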
# An asterisk follows results filed as active; . = not tested or not shown.
SMILES,PLCg1 inh,DDE Tn7 FP inh,Tn6 DDE FP,proKLK7 act,ARFGAP1 inh,ASAP1 inh,ADAM17 inh,ADAM10 inh,LEDGF integ inh,TDP2 absorb
CCCCNC(=O)c1cc2cc(CC)ccc2[nH]1,-6,4,-4,-0.1,-1,-10,-8,-39,1,1
CCCC1CCC2(CC1)CCC2OC(=S)Nc1cccc(C(F)(F)F)c1 (stereo unspecified),1,7,1,.,.,.,-2,-10,-2,0
Cc1ccccc1NS(=O)(=O)c1ccc(C(=O)N2CCCC(C(F)(F)F)C2)cc1 (stereo unspecified),1,2,1,0.7,3,5,1,5,2,-8
NC(=O)c1cc(Br)cc(C2CCCCC2)c1O,-59,-5,2,-15,7,-3,-19,-51,2,-7
Nc1nccc(-c2ccc(-n3cccc3)cc2)n1,1,-9,1,-0.4,10,10,-4,-3,1,7
O=C(O)CC1SC(N/N=C/c2ccc(Br)cc2)NC1=O (stereo unspecified),3,1,14,0.4,-3,3,-1,0,-3,-3
Cc1nc2ccccc2cc1C(=O)Nc1ccccc1Cl,3,-2,13,-0.2,7,9,-1,3,0,6
Cc1ccc(Cl)cc1NC(=O)COC(=O)CN1C(=O)C2CCCCC2C1=O (stereo unspecified),6,4,-6,0.2,9,3,4,-7,1,2
CCOc1ccc(OCCOc2cccc(C(F)(F)F)c2)cc1,-2,5,4,1.2,3,4,-3,5,-1,-2
CCCCOC(=O)C(C)c1c(C)[nH]c(=S)[nH]c1=O (stereo unspecified),3,-1,11,-0.6,1,-4,2,4,0,-2
CC(C)Nc1nc2ccccc2c(=O)[nH]1,-11,8,1,-1.4,-9,6,-36,-119,0,3
CCCCOc1ccc(C(=O)NCC(=O)NC2CCN(Cc3ccccc3)CC2)cc1,-1,1,6,-0.1,7,-2,-1,-5,-3,-8
CC(CCc1ccccn1)(CCc1ccccn1)C(=O)c1ccccc1,-2,7,-8,0.1,6,-6,-5,-5,-4,5
COCCOC(=O)C1=C(N)OC2=C(C(=O)CCC2)C1c1cccnc1 (stereo unspecified),1,-1,-4,0.0,-4,8,-5,-16,1,-3
CC(=O)C(Cc1ccc(Cl)nc1)(Cc1ccc(Cl)nc1)C(C)=O,1,-6,1,0.7,12,-1,1,5,7,-8
COc1cc(C(=O)NCc2nnc(SCC(=O)Nc3cc(C)cc(C)c3)o2)cc(OC)c1OC,6,7,2,0.4,-7,7,0,2,-2,-6
COc1ccc(C2=NS(=O)(=O)N(C)C(C(=O)N3CCN(C)CC3)=C2)cc1,-85,-2,-1,3.1,1,-6,-8,-29,5,-2
Fc1ccc(NC(=S)Nc2cccnc2)cc1Cl,2,-2,5,0.3,3,-1,-4,3,1,0
CCN1C(=O)CC(N2CCN(c3ccc(C(=O)c4ccncc4)cc3)CC2)C1=O (stereo unspecified),1,-4,7,0.4,1,-5,3,3,0,-10
CC(C)(C)C(=O)Nc1ccc2c(c1)OCCOCCOc1cc(NC(=O)C(C)(C)C)ccc1OCCOCCO2,0,-4,0,0.9,10,1,-6,-16,-7,-7
COC(=O)c1ccccc1NC(=O)C1COc2ccccc2O1 (stereo unspecified),0,1,1,-0.4,-5,-4,0,2,2,1
COC(=O)c1sccc1NC(=O)CSc1ccc(Cl)cc1,2,3,3,0.7,-6,-3,1,4,-1,0
COc1ccc(-c2nnc(CSc3nnc(-c4ccncc4)n3C3CCCCC3)o2)cc1OC,1,0,10,-0.3,14,7,-2,-1,-2,3
c1ccc(-c2cc(-c3cc(-c4ccccc4)on3)no2)cc1,-3,-2,5,-0.2,10,9,-2,-1,2,5
Cc1cccc(Cn2c(N(C)CCO)nc3c2c(=O)[nH]c(=O)n3C)c1,0,-1,-3,0.1,10,4,0,-8,1,4
CCN(Cc1cnn(C)c1)Cc1nc(Cc2ccccc2Cl)no1,0,6,0,0.2,2,6,-4,8,-4,-4
Cc1ccn2c(=O)c(NC(=O)c3ccc4c(c3)OCO4)c(C)nc2c1,-20,-2,-2,-0.7,2,-3,-2,-29,3,-1
Cc1cc(C(=O)O)cc(S(=O)(=O)NNC(=O)c2cccs2)c1C,1,0,5,0.5,-14,-15,-3,0,5,-8
COc1ccc(CCN2CC(C(=O)N3CCCCCC3)CCC2=O)cc1 (stereo unspecified),-3,10,1,-0.4,5,5,0,-4,0,-6
Cc1cc(C)n(S(=O)(=O)c2ccc(F)cc2)n1,2,0,3,-0.4,-2,-13,0,0,6,0

# Compounds shown so far containing two or more sulfur atoms (two):
SMILES,PLCg1 inh,DDE Tn7 FP inh,Tn6 DDE FP,proKLK7 act,ARFGAP1 inh,ASAP1 inh,ADAM17 inh,ADAM10 inh,LEDGF integ inh,TDP2 absorb
COC(=O)c1sccc1NC(=O)CSc1ccc(Cl)cc1,2,3,3,0.7,-6,-3,1,4,-1,0
Cc1cc(C(=O)O)cc(S(=O)(=O)NNC(=O)c2cccs2)c1C,1,0,5,0.5,-14,-15,-3,0,5,-8

# The list goes on.
SMILES,PLCg1 inh,DDE Tn7 FP inh,Tn6 DDE FP,proKLK7 act,ARFGAP1 inh,ASAP1 inh,ADAM17 inh,ADAM10 inh,LEDGF integ inh,TDP2 absorb
COc1ccc(S(=O)(=O)NC2CCCCC2)cc1C(=O)N1CCCCC1,-1,-4,-8,0.3,6,5,3,6,1,-17
COc1cccc(Nc2nc(=O)[nH]nc2C)c1,1,7,0,0.8,-8,-2,1,9,-2,-9
Cn1cccc1/C=N/NC(=O)c1cccc(OC(F)(F)C(F)F)c1,-5,0,2,0.1,-2,12,-1,-4,-4,0
CCOC(=O)/C(C#N)=C\c1cc(C)n(-c2ccccc2)c1C,-17,5,4,-0.1,-15,12,-2,-12,3,3
Cc1ccc(OCc2ccc(C(=O)N3CCCC3)o2)c([N+](=O)[O-])c1,0,4,-1,-0.2,7,7,-3,-3,0,4
O=C(CSc1nnc(-c2cccs2)n1-c1cccc(Cl)c1)c1cccc2c1OCCO2,3,-8,0,-0.2,-5,7,-1,-3,1,14
COc1ccccc1NC(=O)CSc1nnc(CNC(=O)COc2ccc(Cl)cc2)o1,0,-3,-6,-0.3,-1,2,-4,-7,0,9
CCC(=O)Nc1cccc(Oc2nc(C)cc(C)c2C#N)c1,-1,0,1,-0.2,-6,7,-1,-1,-4,10
Cc1ccc(O)c(N=Nc2ccccc2)n1,-1,-4,16*,0.0,14,-12,0,2,-4,-10
CC1CCN(CCC(=O)N2CCCc3c2c(=O)oc2ccc(O)cc32)CC1,-51,0,-9,1.0,11,-1,-4,-17,-2,-10
Cc1nn(S(=O)(=O)c2ccccc2)c(C)c1S(=O)(=O)N1CCC(C)CC1,-1,-3,-6,-0.4,-13,10,-3,-2,-2,13
CCCC(C)Sc1nc2c([nH]1)c(=S)n(C)c(=O)n2C (stereo unspecified),-6,-11,0,1.2,5,0,4,-8,8,-6
Clc1ccc(-c2nnc(-c3cccnc3)o2)cc1,-1,4,-1,0.1,-4,8,-6,-12,-3,-3
CCc1nc2ccc(C(=O)N3CCN(C(=O)c4ccco4)CC3)cn2c1N(C)Cc1nccn1C,1,1,1,0.4,2,5,-8,-22,-5,2
O=C(O)c1ccc(-n2nnnc2SCc2cccc(Br)c2)cc1,1,-1,0,-0.9,-5,-6,-3,-2,-4,-10
COc1ccc(NC(=O)CN(C)C(=O)CCCc2nc3ccccc3c(=O)[nH]2)cc1,0,1,12,-0.5,9,-8,-8,-3,-8,3
Cc1cc(C(=O)N2CCCC(N3CCN(c4ccccc4C)CC3)C2)nc(C)n1 (stereo unspecified),-1,0,8,0.0,-12,-13,-4,-8,-2,9
Cc1cc(-c2cccs2)nc(-n2cccc2)n1,-83,4,1,-0.8,3,7,-35,-130,-3,-7
O=C1CCCC2=C1C(c1cccc(O)c1)c1c(ccc3ncccc13)N2 (stereo unspecified),-54,-6,-9,1.7,12,-9,-20,-36,-3,-7
Cc1ccc(SCC(=O)OCC(=O)N(CCC#N)c2ccccc2)cc1,2,3,3,-0.5,0,7,-2,6,2,-11
C/C=C/C(=O)Nc1nnc(C2CCCCC2)s1,2,3,0,0.0,-4,12,-3,-5,1,5
C=CCN1C(=O)[C@@H](CC(=O)N2CCC(c3ccccc3)CC2)[C@]2(C(=O)OC)CCCCC=C12,1,-6,-1,-0.4,.,.,1,1,2,2
Cc1ccc2[nH]c(-c3ccccc3)c(CN3CCOCC3)c(=O)c2c1,-6,-7,4,0.6,-6,-5,-2,-8,-2,-3
Cn1c(=O)c2c(O)cc(=O)n(-c3ccccc3)c2n(C)c1=O,-3,-1,-9,-0.2,-9,-2,-4,-6,0,2

# Structures from the list above that contain an NH in an aromatic ring:
SMILES,PLCg1 inh,DDE Tn7 FP inh,Tn6 DDE FP,proKLK7 act,ARFGAP1 inh,ASAP1 inh,ADAM17 inh,ADAM10 inh,LEDGF integ inh,TDP2 absorb
CCCCNC(=O)c1cc2cc(CC)ccc2[nH]1,-6,4,-4,-0.1,-1,-10,-8,-39,1,1
CCCCOC(=O)C(C)c1c(C)[nH]c(=S)[nH]c1=O (stereo unspecified),3,-1,11,-0.6,1,-4,2,4,0,-2
CC(C)Nc1nc2ccccc2c(=O)[nH]1,-11,8,1,-1.4,-9,6,-36,-119,0,3
Cc1cccc(Cn2c(N(C)CCO)nc3c2c(=O)[nH]c(=O)n3C)c1,0,-1,-3,0.1,10,4,0,-8,1,4
COc1cccc(Nc2nc(=O)[nH]nc2C)c1,1,7,0,0.8,-8,-2,1,9,-2,-9
CCCC(C)Sc1nc2c([nH]1)c(=S)n(C)c(=O)n2C (stereo unspecified),-6,-11,0,1.2,5,0,4,-8,8,-6
COc1ccc(NC(=O)CN(C)C(=O)CCCc2nc3ccccc3c(=O)[nH]2)cc1,0,1,12,-0.5,9,-8,-8,-3,-8,3
Cc1ccc2[nH]c(-c3ccccc3)c(CN3CCOCC3)c(=O)c2c1,-6,-7,4,0.6,-6,-5,-2,-8,-2,-3

# Assay outcomes (PubChem BioAssay)
